# Screening data deposited in PubChem by several laboratories.
# FAS TE block = inhibitors of human fatty acid synthase thioesterase domain | recombinant FAS-TE, OMFH fluorogenic substrate, fluorescence endpoint | inhibition, % at 15 µM | AID 602261 | 360,000 tested, 0.67% active | P49327;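 active = compounds whose normalised, plate-corrected inhibition of enzyme fluorescence in the single-dose primary screen is 50% or more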;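 note: 0% = DMSO with enzyme and 100% = substrate without enzyme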
# bovine MsrA act = bovine methionine sulfoxide reductase A activation. purified bovine MsrA, absorbance read-out. activation, % at 10.6 µM. 360,000 tested, 0.3% active; in the data active = activation above about 7.5%;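 note: 0% = vehicle and 100% = reference activator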
# MT1-MMP act inh = inhibitors of human MT1-MMP activation; HT1080 RFP-PRO-GFP cells, GFP/RFP ratio fluorescence, overnight; percent of plate control window, DMSO zero; GFP/RFP ratio change, % at 20 µM; P50281; 360,000 tested, 0.061% active;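 active = GFP/RFP ratio change of at least 30% with cell ATP level not reduced by more than half and red fluorescence within 50% of control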; note: strong numbers were not always called active
#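 Assay system – RFP-PRO-GFP reporter HT1080 cells · Compound dosing – single dose of 20 µM compound, 1% DMSO final · Incubation – overnight compound exposure at 37 °C · Measure – GFP/RFP fluorescence ratio · Benchmarks – DMSO wells and RFP-L50D-GFP cells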
# Neddylation inh = blocks human cullin neddylation | P61081+Q13564 | TR-FRET cullin neddylation, biochemical | calls only at 25 µM | 360,000 tested, 0.58% active; in the data active = inhibition above about 36%
# Rin1 Abl inh = blocks binding of human Rin1 to Abl | P00519+Q13671 | TR-FRET Rin1/Abl binding, biochemical | inhibition, % at 7.35 µM | 360,000 tested, 0.4% active | AID 588664; in the data active = inhibition above about 5%, passing the limit was not always enough
# Target sequence (P00519 whole entry, looked up): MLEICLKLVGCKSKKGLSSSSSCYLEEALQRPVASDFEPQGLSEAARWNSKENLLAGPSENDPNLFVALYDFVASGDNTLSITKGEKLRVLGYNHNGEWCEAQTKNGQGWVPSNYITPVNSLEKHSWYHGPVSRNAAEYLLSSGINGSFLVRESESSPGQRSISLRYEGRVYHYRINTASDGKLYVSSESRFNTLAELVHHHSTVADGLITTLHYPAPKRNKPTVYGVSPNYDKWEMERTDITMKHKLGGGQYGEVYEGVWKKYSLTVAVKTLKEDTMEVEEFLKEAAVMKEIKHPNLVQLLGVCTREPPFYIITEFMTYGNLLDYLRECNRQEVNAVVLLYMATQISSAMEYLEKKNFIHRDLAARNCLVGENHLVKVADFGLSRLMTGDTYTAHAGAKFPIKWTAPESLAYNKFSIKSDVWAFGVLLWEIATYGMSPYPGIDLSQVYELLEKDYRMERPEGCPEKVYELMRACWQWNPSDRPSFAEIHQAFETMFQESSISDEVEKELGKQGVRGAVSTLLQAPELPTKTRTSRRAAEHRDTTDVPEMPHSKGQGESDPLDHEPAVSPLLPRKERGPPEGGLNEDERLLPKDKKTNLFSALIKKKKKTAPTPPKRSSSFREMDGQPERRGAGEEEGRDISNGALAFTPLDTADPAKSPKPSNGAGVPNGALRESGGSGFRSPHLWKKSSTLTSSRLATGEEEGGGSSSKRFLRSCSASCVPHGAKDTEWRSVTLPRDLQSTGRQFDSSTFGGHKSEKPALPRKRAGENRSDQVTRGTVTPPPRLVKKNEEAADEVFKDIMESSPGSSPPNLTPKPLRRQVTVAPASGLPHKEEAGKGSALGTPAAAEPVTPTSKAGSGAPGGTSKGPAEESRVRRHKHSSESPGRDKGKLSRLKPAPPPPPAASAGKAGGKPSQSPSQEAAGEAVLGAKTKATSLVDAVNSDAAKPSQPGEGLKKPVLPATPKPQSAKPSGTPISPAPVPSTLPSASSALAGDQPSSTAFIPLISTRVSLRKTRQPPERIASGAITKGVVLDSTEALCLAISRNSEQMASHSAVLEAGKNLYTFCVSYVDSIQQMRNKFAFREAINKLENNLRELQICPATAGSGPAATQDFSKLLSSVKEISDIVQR
# Target sequence (Q13671 whole entry, looked up): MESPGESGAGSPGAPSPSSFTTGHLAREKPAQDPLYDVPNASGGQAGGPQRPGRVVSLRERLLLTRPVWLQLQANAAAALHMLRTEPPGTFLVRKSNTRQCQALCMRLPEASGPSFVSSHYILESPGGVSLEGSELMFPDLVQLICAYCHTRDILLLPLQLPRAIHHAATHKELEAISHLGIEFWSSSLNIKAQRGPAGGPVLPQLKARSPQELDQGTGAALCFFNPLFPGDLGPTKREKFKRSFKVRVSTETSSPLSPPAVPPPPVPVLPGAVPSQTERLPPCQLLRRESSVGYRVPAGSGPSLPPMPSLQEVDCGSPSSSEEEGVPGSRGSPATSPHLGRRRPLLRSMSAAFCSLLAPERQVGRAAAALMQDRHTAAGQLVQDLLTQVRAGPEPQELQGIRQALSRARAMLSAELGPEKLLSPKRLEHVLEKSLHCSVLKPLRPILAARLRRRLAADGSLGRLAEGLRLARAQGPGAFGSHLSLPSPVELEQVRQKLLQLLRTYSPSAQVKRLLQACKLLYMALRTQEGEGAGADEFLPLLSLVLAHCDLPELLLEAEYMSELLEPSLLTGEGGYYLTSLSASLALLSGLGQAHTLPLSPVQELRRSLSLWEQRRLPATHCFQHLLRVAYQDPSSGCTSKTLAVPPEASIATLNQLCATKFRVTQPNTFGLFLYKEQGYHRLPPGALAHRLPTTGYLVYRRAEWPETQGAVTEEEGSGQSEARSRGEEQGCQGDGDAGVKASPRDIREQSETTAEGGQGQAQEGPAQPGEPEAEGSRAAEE
# NRP1-CendR mod = alters CendR peptide binding to human NRP-1; 360,000 tested, 0.85% active; inhibition, % at 25 µM; O14786; FAM-RPARPAR peptide binding to NRP-1, fluorescence polarization; AID 602438;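 active = inhibition or corrected inhibition above about 18%, plus a signal ratio from 0.5 to 1.5, limit read from the data, passing the limit was not always enough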; note: strong numbers were not always called active
# E coli Lon inh = E. coli protease La inhibition; purified E. coli Lon protease, fluorescence polarization; inhibition, % at 7.94 µM; 360,000 tested, 0.42% active; in the data active = inhibition above about 13%, passing the limit was not always enough;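 note: 0% = enzyme with probe and DMSO and 100% = no enzyme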
# MsrA inh = bovine MsrA inhibition; purified bovine MsrA, absorbance read-out; inhibition, % at 15.5 µM; 360,000 tested, 0.75% active; AID 651718; in the data active = inhibition above about 4.5%;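 note: 0% = vehicle wells with enzyme and 100% = reference inhibitor wells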
# SKN-1 inh = blocks SKN-1 activity in C. elegans; 360,000 tested, 0.49% active; C. elegans VP596 Pgst-4::GFP/RFP ratio, acrylamide-induced, 24 h; AID 624304; inhibition, % at 21.8 µM;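 active = interference check ratio from 0.5 to 1.5 plus GFP to RFP signal ratio inhibition reaching or exceeding a fixed threshold, cut at about 30% in these data, passing the limit was not always enough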; note: some compounds called inactive have numbers as strong as hits
# An asterisk follows results filed as active; i = inactive; · = no result given.
# Start of the data: the first 6 records as a preview:
entry	structure	FAS TE block	bovine MsrA act	MT1-MMP act inh	Neddylation inh	Rin1 Abl inh
1	CC(C)Cn1c(=O)c2c(nc3n2CCS3)n(C)c1=O	1	-2	0	i	-1
2	Cc1cc(C)cc(NC(=O)COC(=O)c2cc(=O)[nH]c(=O)[nH]2)c1	-7	-4	3	i	1
3	Cc1ccc(S(=O)(=O)N(CC(=O)N/N=C/c2ccco2)Cc2ccccc2)cc1	11	-2	-5	i	0
4	Cc1ccccc1OCCCC(=O)Nc1ccc(Br)cc1	28	-3	5	i	0
5	Cc1c(C)c2c(OCC(=O)NCc3ccccn3)cc3c(c2oc1=O)CCC(C)(C)O3	-16	-1	5	·	0
6	O=C(CSc1nnc2scc(-c3ccccc3)n12)Nc1nsc(-c2ccc(Cl)cc2)n1	2	-1	7	i	0

entry	NRP1-CendR mod	E coli Lon inh	MsrA inh	SKN-1 inh
1	-6	1	-1.0	-1
2	9	-6	1.2	-5
3	-8	-2	-0.1	2
4	-3	11	1.5	-7
5	2	-10	1.0	5
6	-15	-5	1.1	13

# Main list, from the first entry:
entry	structure	FAS TE block	bovine MsrA act	MT1-MMP act inh	Neddylation inh	Rin1 Abl inh
1	CC(C)Cn1c(=O)c2c(nc3n2CCS3)n(C)c1=O	1	-2	0	i	-1
2	Cc1cc(C)cc(NC(=O)COC(=O)c2cc(=O)[nH]c(=O)[nH]2)c1	-7	-4	3	i	1
3	Cc1ccc(S(=O)(=O)N(CC(=O)N/N=C/c2ccco2)Cc2ccccc2)cc1	11	-2	-5	i	0
4	Cc1ccccc1OCCCC(=O)Nc1ccc(Br)cc1	28	-3	5	i	0
5	Cc1c(C)c2c(OCC(=O)NCc3ccccn3)cc3c(c2oc1=O)CCC(C)(C)O3	-16	-1	5	·	0
6	O=C(CSc1nnc2scc(-c3ccccc3)n12)Nc1nsc(-c2ccc(Cl)cc2)n1	2	-1	7	i	0
7	FC(F)(F)c1cc(-c2ccccc2)nc(NCC2CCCO2)n1 (configuration not stated)	8	1	-1	i	0
8	Cc1cc(C)c(OCC(=O)Nc2ccc(S(=O)(=O)N3CCOCC3)cc2)c(C)c1	8	-3	-1	i	-1
9	O=C(CCN1C(=O)/C(=C/c2ccc(F)cc2)SC1=S)NCCc1cnc[nH]1	-14	-5	6	i	-3
10	O=C(O)c1cccc(N/C(=N\S(=O)(=O)c2ccccc2)c2ccccc2)c1	-5	-3	2	i	0

entry	NRP1-CendR mod	E coli Lon inh	MsrA inh	SKN-1 inh
1	-6	1	-1.0	-1
2	9	-6	1.2	-5
3	-8	-2	-0.1	2
4	-3	11	1.5	-7
5	2	-10	1.0	5
6	-15	-5	1.1	13
7	-2	3	1.1	17
8	9	-5	-0.3	17
9	-20	-13	1.0	-4
10	-1	0	-0.6	-2

# The listing continues.
entry	structure	FAS TE block	bovine MsrA act	MT1-MMP act inh	Neddylation inh	Rin1 Abl inh
11	C=CCNC(=O)c1cc(Cl)cc(Cl)c1	-2	-4	-1	i	8
12	CCN(Cc1ccccc1)c1cc2c(c3c1ccn3C)C1CCC2C1 (configuration not stated)	9	-9	3	i	2
13	CC(Cc1ccccc1)C(=O)N[C@@H](CO)Cc1ccccc1 (some centres not stated)	-5	-4	0	i	1
14	C=CCc1c(C)nc(C)nc1N/N=C/c1ccc([N+](=O)[O-])cc1	0	-4	-3	i	-2
15	CCN(CC)c1ccc(C(=O)OCC(=O)Nc2cccc(S(=O)(=O)NC3=NCCCCC3)c2)cc1	6	-2	0	i	-3
16	CCNS(=O)(=O)c1ccc(NC(=O)c2c(-c3ccccc3)noc2C)cc1	-2	-10	0	i	1
17	CCOC(=O)CN1C(=O)/C(=C/c2ccc(Cl)cc2)Oc2ccccc21	6	0	2	·	-5
18	CC1(C)CN(c2ccc(-c3ccnc4ncnn34)cc2)C1=O	-3	-5	4	i	0
19	Cc1ccc(OCC(=O)Nc2cccc(-c3nnc(-c4ccccc4)o3)c2)cc1	11	0	6	i	-4
20	N#Cc1c(NCCO)ccc([N+](=O)[O-])c1NCCO	-4	-3	-2	i	-1

entry	NRP1-CendR mod	E coli Lon inh	MsrA inh	SKN-1 inh
11	12	-5	0.5	9
12	15	-1	0.5	21
13	-5	4	0.9	7
14	-2	-2	7.0*	4
15	-11	-2	1.9	11
16	2	-1	0.0	3
17	-4	4	0.9	-3
18	9	2	3.0	1
19	-3	11	-1.2	15
20	2	-16	-0.1	3

# Record cards, as listed above.
# Results for C=CCNC(=O)c1cc(Cl)cc(Cl)c1 : FAS TE block = -2; bovine MsrA act = -4; MT1-MMP act inh = -1; Neddylation inh = i; Rin1 Abl inh = 8; NRP1-CendR mod = 12; E coli Lon inh = -5; MsrA inh = 0.5; SKN-1 inh = 9
# Results for CC1(C)CN(c2ccc(-c3ccnc4ncnn34)cc2)C1=O : FAS TE block = -3; bovine MsrA act = -5; MT1-MMP act inh = 4; Neddylation inh = i; Rin1 Abl inh = 0; NRP1-CendR mod = 9; E coli Lon inh = 2; MsrA inh = 3.0; SKN-1 inh = 1

# (list continues)
entry	structure	FAS TE block	bovine MsrA act	MT1-MMP act inh	Neddylation inh	Rin1 Abl inh
21	O=C(CSCc1ccccc1)Nc1ccccc1C(=O)Nc1ccc(C(=O)O)cc1	-2	-3	1	i	-6
22	COc1ccccc1OCCNC(=O)C1CCN(C(C)=O)CC1	-5	-1	-6	i	0
23	CCN(CCCNC(=O)c1cn(CC)c2ccc(S(=O)(=O)N(C)C)cc2c1=O)c1cccc(C)c1	50	3	0	i	3
24	COc1ccc(N(CC(=O)NCc2ccc(C)cc2)S(=O)(=O)c2c(C)noc2C)cc1	0	3	1	i	-2
25	CCCn1nc(C(=O)NC2CCCCCC2)c2ccccc2c1=O	4	-2	5	i	1
26	Cc1csc(NC(=O)CSc2nnc(-c3ccccn3)n2-c2ccc(C)c(C)c2)n1	-6	2	5	i	0
27	COc1ccc(C(=O)NNC(=O)CSc2nnnn2C)cc1	-8	-6	1	i	0
28	O=C1N[C@@H](Cc2ccccc2)C(=O)N2[C@H]1C[C@]1(Br)c3ccccc3N(S(=O)(=O)c3ccc(F)cc3)[C@H]21	10	-6	-1	i	3
29	O=C(/C=C/c1cccc(F)c1)Nc1cc(S(=O)(=O)N2CCOCC2)ccc1Cl	30	-5	0	i	2
30	CCn1nc(C(=O)NNC(=O)c2cc(Cl)ccc2OC)c2ccccc2c1=O	8	-3	2	i	0

entry	NRP1-CendR mod	E coli Lon inh	MsrA inh	SKN-1 inh
21	-5	-4	0.3	-3
22	2	-16	-0.2	3
23	-1	6	0.3	-11
24	12	3	-0.5	12
25	14	-10	-0.6	0
26	17	-7	1.0	3
27	2	6	1.6	8
28	-5	8	2.3	12
29	12	-2	-0.1	8
30	6	4	-0.5	-4

# Next section.
entry	structure	FAS TE block	bovine MsrA act	MT1-MMP act inh	Neddylation inh	Rin1 Abl inh
31	Cc1ccc(-c2nc3ccccc3[nH]2)cc1NC(=O)c1ccco1	-5	1	1	i	1
32	Oc1ccccc1CNCC12CC3CC(CC(C3)C1)C2	-9	-10	-6	i	1
33	O=Cc1cccn1-c1c(C(=O)O)cnn1-c1ccccc1	-5	-2	-2	i	3
34	Cc1cc(NC(=O)CN2C(=O)NC3(CCCCC3C)C2=O)no1 (configuration not stated)	-8	-4	4	i	-2
35	CCOc1ccc(NC(=O)CN(C)C(=O)c2ccccc2Cc2ccccc2)cc1OCC	7	1	-1	i	4
36	CCCc1c(C(=O)N/N=C(\C)c2cccnc2)nnn1-c1nonc1N	-4	-6	2	i	0
37	CCOC(=O)c1c(S(=O)(=O)N2CCN(c3ccc(C(C)=O)cc3)CC2)c(C)n(C)c1C	0	-5	3	i	1
38	COc1ccc(CC(=O)OCC(=O)c2c[nH]c3ccccc23)cc1	-2	-4	-4	i	2
39	Cc1ccc(/C=N/n2c(COc3ccccc3)n[nH]c2=S)s1	-6	2	5	i	1
40	CCc1ccc(/C=C\C(=O)N2CCCC2)cc1	-5	-4	-2	i	0

entry	NRP1-CendR mod	E coli Lon inh	MsrA inh	SKN-1 inh
31	10	-2	0.4	9
32	-3	-5	-0.9	9
33	4	-2	-1.2	1
34	-21	-11	0.1	3
35	-2	6	1.3	-2
36	5	-4	1.0	-14
37	7	-1	2.0	8
38	-4	-8	0.5	1
39	-16	3	1.7	-9
40	-7	-3	-0.8	5

# Following part.
entry	structure	FAS TE block	bovine MsrA act	MT1-MMP act inh	Neddylation inh	Rin1 Abl inh
41	CCOC(=O)c1cnc(SCCc2ccccc2)nc1N	7	-4	-4	i	2
42	O=C(CCNC(=O)c1ccccc1)NCC1CCCCC1	-6	-1	-3	i	4
43	O=C(c1cc(-c2ccc(Cl)cc2)n[nH]1)N1CCc2ccccc2C1	-4	-3	1	i	-3
44	O=C1CC(N2CCN(S(=O)(=O)c3ccccc3F)CC2)C(=O)N1c1ccccc1Cl (configuration not stated)	1	-1	0	i	0
45	CC(Nc1cc(N2CCN(C(=O)C(C)(C)C)CC2)ccc1[N+](=O)[O-])c1ccccc1 (configuration not stated)	33	-2	-1	i	-7
46	CC1(C(=O)NCc2cccc(Cl)c2)Cc2c(-c3cccc(C(N)=O)c3)ccnc2O1 (configuration not stated)	-2	-9	0	i	6
47	Cc1cc(SCC(=O)Nc2cccc(S(=O)(=O)NC3=NCCCCC3)c2)nc2ccccc12	13	-7	-5	i	-3
48	NC(=O)CSC1=Nc2ccccc2C2=NC(CC(=O)NCc3cccs3)C(=O)N12 (configuration not stated)	-5	-9	4	i	4
49	COc1ccc(NC(=O)CN(C)S(=O)(=O)c2ccc3c(c2)CCC(=O)N3)c(OC)c1	-5	1	2	i	-1
50	Cc1c(C(=O)NCc2ccc3c(c2)OCO3)sc(=O)n1Cc1ccc(-c2ccccc2)cc1	21	-9	1	i	5

entry	NRP1-CendR mod	E coli Lon inh	MsrA inh	SKN-1 inh
41	1	1	-1.5	3
42	9	-5	-0.8	20
43	0	-1	-0.2	20
44	2	11	-1.4	1
45	15	3	11*	14
46	-17	0	-1.3	6
47	4	5	1.2	8
48	-6	-5	0.6	-18
49	-7	0	0.0	6
50	-4	-1	1.3	-14

# (continued)
entry	structure	FAS TE block	bovine MsrA act	MT1-MMP act inh	Neddylation inh	Rin1 Abl inh
51	CC(=O)c1ccc(N2CCN(S(=O)(=O)c3cccc4nonc34)CC2)cc1	16	-4	-22	i	0
52	Cc1ccc(S(=O)(=O)CC(O)COc2ccccc2C#N)cc1 (configuration not stated)	0	-9	-3	i	2
53	N#Cc1nc(Cc2ccccc2)oc1NCc1ccccc1Cl	16	-2	-1	i	-2
54	CCOC(=O)c1cc(C(=O)OCC)c(=O)[nH]c1N1CCCC1	-9	-11	0	i	2
55	COC(=O)c1ccccc1NC(=O)COC(=O)Cc1ccc(S(=O)(=O)N2CCOCC2)s1	9	-4	-6	i	4
56	COCOCCn1cc(CN2CCS(=O)(=O)N(Cc3ccc(-c4ccc(Cl)c(Cl)c4)cc3)C(C(C)C)C2=O)nn1 (configuration not stated)	20	-6	4	i	6
57	COc1ccc(NS(=O)(=O)c2cccc(NC(=O)COc3ccc(OC)cc3)c2)cc1	8	-4	2	i	-2
58	O=S(=O)(c1ccccc1)N1CCn2c(nc3ccccc32)C1	-7	-4	0	i	1
59	CCO[C@H]1OC(C(=O)N2CCN(C)CC2)=C[C@@H](C)[C@@H]1CCCO	-11	-3	0	i	1

entry	NRP1-CendR mod	E coli Lon inh	MsrA inh	SKN-1 inh
51	5	-5	1.5	2
52	-9	11	0.7	-3
53	2	1	-0.4	12
54	-2	6	6.8*	7
55	-5	1	1.1	-8
56	1	2	0.0	-1
57	6	1	-0.4	8
58	-12	-6	1.6	3
59	21	-12	-0.4	10
